IL1B secr inh: blocks inflammasome-driven IL-1 beta release | THP-1 LPS/ATP IL-1B secretion, AlphaLISA, 16 h; hits give low values | activity change, % at 57.5 µM | actives 4.7% (n = 360,000); in the data active = activity change below about -50%; inconclusive = mostly about -30% to -49%; note: % is set by controls: 0 for no effect and ±100 for the full control effect
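Secreted IL-1B measured by AlphaLISA bead assay after 16 h compound exposure of THP-1 cells; compounds (final up to 57.5 uM) added 1 h before LPS (250 ng/mL) and ATP (1.25 mM) stimulation; lower signal means less secretion.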
D3 ag: D3 dopamine receptor (human) agonism. max activation, %. D3R DiscoveRx beta-arrestin cells, luminescence, 90 min. AID 652048. actives 0.58% (n = 410,000). P35462; in the data active = max activation above about 30%; note: 0% is about no effect; mostly tested at two doses, the higher about 12 µM
Target sequence (P35462 whole entry, looked up): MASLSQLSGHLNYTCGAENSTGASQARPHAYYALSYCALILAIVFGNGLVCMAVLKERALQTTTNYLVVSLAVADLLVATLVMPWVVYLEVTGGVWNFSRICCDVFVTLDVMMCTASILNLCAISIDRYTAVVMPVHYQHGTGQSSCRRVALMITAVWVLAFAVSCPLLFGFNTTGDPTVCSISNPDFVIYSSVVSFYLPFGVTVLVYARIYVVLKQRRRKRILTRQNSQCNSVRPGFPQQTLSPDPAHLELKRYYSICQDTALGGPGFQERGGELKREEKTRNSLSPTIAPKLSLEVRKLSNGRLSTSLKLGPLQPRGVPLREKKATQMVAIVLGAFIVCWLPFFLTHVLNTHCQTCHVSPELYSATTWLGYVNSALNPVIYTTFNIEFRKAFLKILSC
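Agonist-mode cell screen: cells plated at 1500/well and incubated overnight at 37 °C, then exposed to library compounds for 90 min at 37 °C. Detection reagent was added for 30–60 min at room temperature, and luminescence was read.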
KB-3-1 tox: KB-3-1 parental cell cytotoxicity; KB-3-1 viability, CellTiter-Glo ATP luminescence, 72 h; Potency, µM (titrated, usually from 46.1 µM), for inactives: at the highest dose activity change, negative = cytotoxic, usual class: cytotoxic; actives 1.4% (n = 400,000); AID 1347075; note: potency is the fitted concentration of half-maximal effect; % is set by controls: 0 for no effect and ±100 for the full control effect; nearly all actives have a fitted effect of over 60% in size
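Multi-concentration cytotoxicity screen in KB-3-1 cells grown in DMEM lacking phenol red with 10% FBS. After 72 h at 37 °C with compound, ATP-dependent luminescence was recorded.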
HT1080-NT tox: kills 2HG-producing HT-1080-NT fibrosarcoma cells; AID 686970; Potency, µM (doses to about 46.1 µM), without a hit: at the top dose activity, negative = less viability, most hits filed as cytotoxic; HT-1080-NT fibrosarcoma viability, CellTiter-Glo ATP luminescence, 48 h; actives 1.6% (n = 360,000);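 note: NT is the 2HG producing partner of a matched IDH1 knockdown line; potency is the fitted concentration of half-maximal effect; 0% = DMSO-treated cells and -100% = media-only wells without cells; nearly all actives have a fitted effect of over 55% in size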
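Compounds were tested in concentration-response format on HT-1080-NT cells for 48 hours at 37 degrees C. Cell viability came from CellTiter-Glo luminescence; curves were classified by r2, response magnitude and activity.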
HT1080 IDH1KD tx: toxicity to HT-1080 IDH1 knockdown cells (counter line). HT-1080 IDH1 knockdown viability, ATP luminescence, 48 h. Potency, µM (top dose mostly 46.1 µM), for inactives: at the highest dose activity, negative = toxicity, hits mostly cytotoxic. actives 2% (n = 360,000);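 note: potency is the fitted concentration of half-maximal effect; 0% = DMSO wells and -100% = cell-free medium wells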
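% activity derives from luminescence (CellTiter-Glo), normalised to DMSO and no-cell wells. HT-1080-IDH1KD cells, 750/well, had 48 h compound exposure at 37 °C.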
KB-V1 MDR tox: kills drug-selected multidrug resistant KB-V1 cells | KB-V1 MDR cells viability, CellTiter-Glo, 72 h | Potency, µM (top dose mostly 46.1 µM), for inactives: top-dose activity change, negative = cytotoxicity, usual class: cytotoxic | actives 3.4% (n = 400,000) | AID 1347076; note: potency is the fitted concentration of half-maximal effect; % is set by controls: 0 for no effect and ±100 for the full control effect; nearly all actives have a fitted effect of over 60% in size
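KB-V1, DMEM (no phenol red) + 10% FBS; cpd pin-transferred, titration series; 72 h, 37 degrees C; CellTiter-Glo, luminescence. Data normalized, curve-fit.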
MCF10A rereplic: inducers of DNA re-replication in MCF 10A breast cells; MCF 10A DNA re-replication, Hoechst nuclear intensity, 48 h; Potency, µM (titrated, usually from 46.1 µM), inactives show at the top dose activity, positive = re-replication, hits mostly activators; actives 2.9% (n = 350,000); AID 624296; note: potency is the fitted concentration of half-maximal effect; % of control where 0% means no effect; nearly all actives have a fitted effect of over 50% in size
SW480 rereplic: inducers of DNA re-replication in SW480 colon cancer cells | SW480 DNA re-replication, Hoechst DNA content imaging, 48 h | Potency, µM (doses to about 46.1 µM), inactives show top-dose re-replication activation, usual class: activators | actives 1.8% (n = 340,000) | AID 624297; note: potency is the fitted concentration of half-maximal effect; % of control where 0% means no effect; nearly all actives have a fitted effect of over 55% in size
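Image-based read-out: total Hoechst fluorescence of nuclei (405 nm excitation, 500-530 nm emission), with hits raising the fraction of high-intensity nuclei. SW480 colon cells incubated 48 hr with compounds at 37 C.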
HEK293 tox: cytotoxicity in counter-screen for GLP-1R inverse agonists; HEK293 cAMP-luciferase reporter cells, luminescence, 24 h; Potency, µM (top dose mostly 38.3 µM), for inactives: top-dose activity change, negative = inhibition, hits mostly inhibitors; actives 0.13% (n = 410,000);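 note: loss of luciferase light is scored as toxicity; potency is the fitted concentration of half-maximal effect; % is set by controls: 0 for no effect and ±100 for the full control effect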
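To flag toxic compounds, the library was rerun on cells for 24 hr at 37 deg C and 5% CO2. Viability-linked luminescence was captured 12 min after adding luciferase detection reagent.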
* hit, by the source's call; [ ] = another dose, or the depositor's remark. Unless noted, calls come from the whole dose curve; as a rule, active = well fitted curve in the direction sought with a large enough effect; inconclusive = small, poorly fitted or top-dose-only effect, or another doubt; inactive = no such curve, though single readings can be large; an effect the other way counts as inactive or inconclusive.

What do the screens show for `CC(C)c1csc(CN2CCC(n3nccc3NC(=O)Cc3ccccc3)CC2)n1`?
IL1B secr inh: inactive; D3 ag: 0; KB-3-1 tox: -2%; HT1080-NT tox: 3%; HT1080 IDH1KD tx: -3%; KB-V1 MDR tox: inconclusive; MCF10A rereplic: 1%; SW480 rereplic: -7%; HEK293 tox: 1%

What do the screens show for `Cc1noc(C)c1NC(=O)Nc1ccc2c(c1)C(=O)N([C@H](C)CO)C[C@H](C)[C@H](CN(C)C)O2`?
IL1B secr inh: -1; D3 ag: -13; KB-3-1 tox: 18%; HT1080-NT tox: -1%; HT1080 IDH1KD tx: -4%; KB-V1 MDR tox: 11%; MCF10A rereplic: -4%; SW480 rereplic: -4%; HEK293 tox: 3%

How did CCOC(=O)c1c(N=CN(C)C)c(C#N)c2n1CCCC2 do in these assays?
IL1B secr inh: 24; D3 ag: -5; KB-3-1 tox: 19%; HT1080-NT tox: 0%; HT1080 IDH1KD tx: -5%; KB-V1 MDR tox: 9%; MCF10A rereplic: -3%; SW480 rereplic: -6%; HEK293 tox: 2%

What do the screens show for `COc1ccc(NC(=O)CC2C(=O)N(C)C(=S)N2Cc2ccc3c(c2)OCO3)cc1` (stereo not drawn)?
IL1B secr inh: 12; D3 ag: 1; KB-3-1 tox: -1%; HT1080-NT tox: -6%; HT1080 IDH1KD tx: -7%; KB-V1 MDR tox: 15µM*; MCF10A rereplic: 5%; SW480 rereplic: inconclusive; HEK293 tox: 72%[activator]

What do the screens show for `Cc1ccc(-n2ncc(C(=O)N3CCN(c4ccccn4)CC3)c2C2CCN(C(=O)OC(C)(C)C)CC2)cc1`?
D3 ag: 2; KB-3-1 tox: 10%; KB-V1 MDR tox: 20%; HEK293 tox: 3%

What do the screens show for `CC(C)C(=O)NCCc1c[nH]c2ccccc12`?
IL1B secr inh: 0; D3 ag: 4; KB-3-1 tox: -2%; HT1080-NT tox: 1%; HT1080 IDH1KD tx: 1%; KB-V1 MDR tox: 21%; MCF10A rereplic: 3%; SW480 rereplic: 5%; HEK293 tox: 14%

How did O=C(CCOc1ccccc1)OCC(=O)c1cc2ccccc2o1 do in these assays?
IL1B secr inh: 28; D3 ag: -1; KB-3-1 tox: 20%; HT1080-NT tox: 2%; HT1080 IDH1KD tx: 2%; KB-V1 MDR tox: 0%; MCF10A rereplic: 1%; SW480 rereplic: 2%; HEK293 tox: 1%

What do the screens show for `CCCC[C@@H]1C[C@H]1[C@@H](NC(=O)c1ccccc1)c1ccccc1C(F)(F)F`?
IL1B secr inh: 3; D3 ag: 9; KB-3-1 tox: 2%; HT1080-NT tox: -20%; HT1080 IDH1KD tx: -10%; KB-V1 MDR tox: 16%; MCF10A rereplic: 1%; SW480 rereplic: -3%[9.22 µM]; HEK293 tox: -11%

How did O=C1CCC([N+](=O)[O-])C(c2cc(Br)ccc2F)N1 (stereo not drawn) do in these assays?
IL1B secr inh: 1; D3 ag: -1; KB-3-1 tox: 22%; HT1080-NT tox: -1%; HT1080 IDH1KD tx: -15%; KB-V1 MDR tox: 0%; MCF10A rereplic: 0%; SW480 rereplic: -3%; HEK293 tox: 10%

How did CCOc1ccc(S(=O)(=O)N(CC)CC)cc1NC(=O)CSCc1c(C)noc1C do in these assays?
IL1B secr inh: -26; D3 ag: -5; KB-3-1 tox: -4%; HT1080-NT tox: 0%; HT1080 IDH1KD tx: -5%; KB-V1 MDR tox: 7.3µM*; MCF10A rereplic: -1%; SW480 rereplic: 4%; HEK293 tox: 4%

How did CC(=O)N1CCN(c2ccc([N+](=O)[O-])cc2)CC1 do in these assays?
IL1B secr inh: 16; D3 ag: 3; KB-3-1 tox: 0%; HT1080-NT tox: -1%; HT1080 IDH1KD tx: 4%; KB-V1 MDR tox: 8%; MCF10A rereplic: 2%; SW480 rereplic: -7%; HEK293 tox: inconclusive

How did Cc1cc(C)c(NC(=O)CSc2ccnc(=O)[nH]2)c(C)c1 do in these assays?
D3 ag: -13; KB-3-1 tox: -2%; KB-V1 MDR tox: 3%; HEK293 tox: -5%

What do the screens show for `O=C(Cn1cnc(S(=O)(=O)N2CCCCC2)c1)NCc1ccco1`?
IL1B secr inh: -2; D3 ag: -3; KB-3-1 tox: 5%; HT1080-NT tox: -2%; HT1080 IDH1KD tx: -4%; KB-V1 MDR tox: 2%; MCF10A rereplic: 0%; SW480 rereplic: inconclusive; HEK293 tox: -9%

What do the screens show for `CN(CCc1ccccc1)C(=O)c1ccc(NC(=O)Cc2ccc(NC(=O)C3CCCN(C(=O)C4CCCC4)C3)cc2)cc1` (stereo not drawn)?
IL1B secr inh: 22; D3 ag: -12; KB-3-1 tox: inconclusive; HT1080-NT tox: -3%; HT1080 IDH1KD tx: -21%; KB-V1 MDR tox: 0%; MCF10A rereplic: -54%[inhibitor]; SW480 rereplic: 7%[9.22 µM]; HEK293 tox: 8%

Results for COc1ccc(C2CCCCCN2C(=O)C2CCN(S(=O)(=O)c3cccc(C(C)=O)c3)CC2)cc1 (stereo not drawn) ?
IL1B secr inh: -9; D3 ag: -1; KB-3-1 tox: 20%; HT1080-NT tox: -6%; HT1080 IDH1KD tx: -3%; KB-V1 MDR tox: 18µM*; MCF10A rereplic: 0%; SW480 rereplic: inconclusive; HEK293 tox: 11%

What do the screens show for `COc1ccc(/C=N/NC(=O)CC(=O)N/N=C/c2ccc(OC)cc2)cc1`?
IL1B secr inh: -5; D3 ag: -2; KB-3-1 tox: 11%; HT1080-NT tox: -5%; HT1080 IDH1KD tx: 0%; KB-V1 MDR tox: 9%; MCF10A rereplic: -2%; SW480 rereplic: 13%; HEK293 tox: -19%

How did COc1ccc(C(=O)COc2ccc3c(C)cc(=O)oc3c2)cc1 do in these assays?
IL1B secr inh: -15; D3 ag: 2; KB-3-1 tox: 10%; HT1080-NT tox: 4%; HT1080 IDH1KD tx: 9%; KB-V1 MDR tox: 0%; MCF10A rereplic: 8%; SW480 rereplic: 2%; HEK293 tox: -14%

How did O=C(COC(=O)CNS(=O)(=O)c1c(Cl)cccc1Cl)Nc1cccnc1Cl do in these assays?
IL1B secr inh: 22; D3 ag: 4; KB-3-1 tox: -3%; HT1080-NT tox: 5%; HT1080 IDH1KD tx: 9%; KB-V1 MDR tox: 6%; MCF10A rereplic: -4%; SW480 rereplic: 2%; HEK293 tox: -18%

Results for CC(=O)Nc1ccc(S(=O)(=O)NCCCN2CCN(Cc3ccccc3)CC2)cc1Cl ?
IL1B secr inh: 8; D3 ag: -43; KB-3-1 tox: -2%; HT1080-NT tox: 4%; HT1080 IDH1KD tx: 0%; KB-V1 MDR tox: inconclusive; MCF10A rereplic: -2%; SW480 rereplic: -5%; HEK293 tox: 17%

What do the screens show for `Cc1ccnc(NS(=O)(=O)c2ccc(NC(=O)c3ccc4c(c3)OCCO4)cc2)n1`?
IL1B secr inh: 0; D3 ag: -1; KB-3-1 tox: 1%; HT1080-NT tox: -2%; HT1080 IDH1KD tx: -5%; KB-V1 MDR tox: 2%; MCF10A rereplic: -15%; SW480 rereplic: -26%; HEK293 tox: -6%

How did CCNc1cc(S(=O)(=O)C(F)(F)F)ccc1N do in these assays?
IL1B secr inh: 17; D3 ag: 1; KB-3-1 tox: inconclusive; HT1080-NT tox: 1%; HT1080 IDH1KD tx: 9%; KB-V1 MDR tox: 23µM*; MCF10A rereplic: 19%; SW480 rereplic: 1%; HEK293 tox: -8%

Results for CCc1nnc(NC(=O)c2ccc(-c3cccc(C(F)(F)F)c3)o2)s1 ?
IL1B secr inh: -22; D3 ag: 2; KB-3-1 tox: 11%; HT1080-NT tox: 22%; HT1080 IDH1KD tx: 24%; KB-V1 MDR tox: -12%; MCF10A rereplic: 4%; SW480 rereplic: 1%; HEK293 tox: -14%

Results for Cc1cc(NC(=O)CCN2CCN(C)CC2)ccc1Br ?
IL1B secr inh: -16; D3 ag: -3; KB-3-1 tox: 9%; HT1080-NT tox: -11%; HT1080 IDH1KD tx: -19%; KB-V1 MDR tox: -6%; MCF10A rereplic: 16%; SW480 rereplic: 1%; HEK293 tox: 15%

What do the screens show for `Cc1ccc(S(=O)(=O)NCC(=O)N2CCCC2C(=O)O)cc1` (stereo not drawn)?
IL1B secr inh: 34; D3 ag: 3; KB-3-1 tox: 4%; HT1080-NT tox: 2%; HT1080 IDH1KD tx: 6%; KB-V1 MDR tox: 0%; MCF10A rereplic: 3%; SW480 rereplic: -8%; HEK293 tox: -19%

What do the screens show for `COc1cccc(NC(=O)CN2CCSc3ccccc32)c1`?
IL1B secr inh: 3; D3 ag: 7; KB-3-1 tox: -6%; HT1080-NT tox: 0%; HT1080 IDH1KD tx: -18%; KB-V1 MDR tox: inconclusive; MCF10A rereplic: 0%; SW480 rereplic: -6%; HEK293 tox: -4%

How did O=C(NCc1ccccc1Cl)c1ccc(NC(=O)N2CCSc3ncccc32)cc1 do in these assays?
D3 ag: 5; KB-3-1 tox: 11%; KB-V1 MDR tox: inconclusive; HEK293 tox: 6%
